# ERK EGF block: inhibitors of EGF-stimulated ERK signaling pathway; Potency, µM (titrated, usually from 11.5 µM), without a hit: at the highest dose activity change, negative = inhibition, hits mostly inhibitors; HEK293-V1b, EGF-stimulated phospho-ERK AlphaScreen; 0.41% of 130,000 active; active means well fitted inhibition curve with a large enough effect; inconclusive means small, poorly fitted or top-dose-only effect, or effect the other way;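 further: plate controls were stimulated vehicle wells for no effect and unstimulated vehicle basal for full effect; nearly all actives have a fitted effect of over 55% in size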
#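 After overnight plating in 1% FBS, HEK293-V1b cells received test compound for half an hour, then a 5 min pulse of EGF (25 nM); ERK phosphorylation in lysates was read by bead-based AlphaScreen.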
# * marks the source's active call; other numbers are inactive results; ? = inconclusive; [ ] = another dose, or the depositor's remark. Potency means the concentration at half of the fitted maximal effect. The list is partial, so the mix of outcomes need not match the whole.
# Sample of the layout:
SMILES,ERK EGF block
O=C(NNc1cc(C(F)(F)F)nc2ccccc12)Nc1cccc(Cl)c1,-28%[57.5 µM]
C=CCc1cccc(/C=N/NC(=O)CCC(=O)Nc2ccc(C)cc2)c1O,-4%

# This part in full, from the first entry:
SMILES,ERK EGF block
O=C(NNc1cc(C(F)(F)F)nc2ccccc12)Nc1cccc(Cl)c1,-28%[57.5 µM]
C=CCc1cccc(/C=N/NC(=O)CCC(=O)Nc2ccc(C)cc2)c1O,-4%
O=C(Cn1cnc([N+](=O)[O-])n1)N/N=C/c1cccc(Cl)c1,1%
O=C(CN1CCSC1=NCc1ccccc1)c1ccc(Cl)cc1,?
COc1cccc(-c2nnc(-c3ccccc3[N+](=O)[O-])o2)c1,-4%[57.5 µM]
OCC1OC([S-])[C@H](O)C(O)C1O.[Au+] (stereo partly specified),-14%
Cc1nn(C)c(C)c1CNC(=O)Nc1cccc(Cl)c1,-1%
Fc1ccc(NC(=S)Nc2cccc3cnccc23)cc1,-5%
CC(=O)NCCCc1nc2ccccc2n1Cc1cc(C)ccc1C,-6%
COc1ccccc1CNC(=O)CN1CCC(n2cnc3cc(F)ccc32)CC1,-12%
CC(Oc1ccccc1Cl)C(=O)N1CCOCC1 (stereo unspecified),2%
Cc1c(NC(=S)Nc2ccccc2)c(=O)n(-c2ccccc2)n1C,0%
CCc1cc(C(=O)N=Nc2c(O)[nH]c3c(Br)cc(Br)cc23)c2ccccc2n1,-5%
CCN1CCN(C(c2ccc(F)cc2)c2nnnn2Cc2ccc3c(c2)OCO3)CC1 (stereo unspecified),4%
O=[N+]([O-])c1ccc2ncnc(Nc3ccc4c(c3)OCCO4)c2c1,5%
O=C(N/N=C/c1ccc(Br)s1)c1cccc([N+](=O)[O-])c1,1%
Cc1ccc(C(NC(=O)N2CCN(C)CC2)C(Cl)Cl)cc1F (stereo unspecified),-4%
COc1ccc(NC(=O)/C=C/c2ccc3c(c2)OCO3)cc1,2%
N#Cc1ccc(OCC(=O)Nc2cc(S(=O)(=O)N3CCCCC3)ccc2N2CCCCC2)cc1,1%
COc1ccc2nc(N/C(N)=N/C(=S)Nc3c(C)cccc3C)nc(C)c2c1,-5%
O=c1nc(SCc2cccc(C(F)(F)F)c2)nc2ccccn12,4%
CN(C)c1ccc(C(=S)NC2CCCCC2)cc1,-8%
CCC(C)(C)NC(=S)Nc1ccccc1C,0%
COc1ccccc1C1CC(c2ccco2)=NN1c1ccccc1 (stereo unspecified),?
Cc1nn(CC(=O)Nc2ccc(S(=O)(=O)N(C)C)cc2)c(C)c1[N+](=O)[O-],-3%
CCc1ccc2c(c1)C1(NN=C(c3cccc4ccccc34)S1)C(=O)N2 (stereo unspecified),6%
CCOC(=O)c1c(NC(=O)Cn2c(=O)oc3ccccc32)oc(C)c1C(C)=O,6%
O=C(CCc1ccc(S(=O)(=O)N2CCOCC2)cc1)NN=C1CCCCCCC1,4%
CCC(CC)C1C(C#N)=C(N)SC(N)=C1C#N,-4%
OC(Cn1cncn1)(Cn1cncn1)c1ccc(F)cc1F,10%
O=C(O)Cn1cc(C(=S)N2CCCCC2)c2ccccc21,-6%
CCOc1ccc(S(=O)(=O)N2CCN(C(=S)NCc3ccccc3)CC2)cc1,-4%[57.5 µM]
Nc1nc2c(c(=O)[nH]1)C(c1ccccc1)C1=C(N2)c2ccccc2C1=O (stereo unspecified),-9%[57.5 µM]
O=C(O)CC(NC(=O)c1ccncc1)c1ccccc1 (stereo unspecified),-1%
CC(C)[C@H](NS(=O)(=O)c1ccccc1)C(=O)OCC(=O)Nc1ccccc1Sc1ccccc1,-8%
Cc1nc(N)c(Cc2ccccc2F)c(N)n1,-3%
COc1cccc(NC(=O)NC2CCCCC2C)c1 (stereo unspecified),-1%
Cc1ccsc1C1C(C#N)=C(N)OC2=C1C(=O)CC(C)C2 (stereo unspecified),-9%
O=C(CCC1CCCN(C(=O)c2ccncc2)C1)NCc1ccc(F)c(F)c1 (stereo unspecified),-10%
COc1cccc(Cn2c(=O)c(C)nc3cnc(Oc4ccccc4)nc32)c1,-2%
CCc1ccc(C2CC(c3ccc(Cl)cc3)n3nc(N)nc3N2)cc1 (stereo unspecified),-11%[57.5 µM]
COc1cc(C=O)cc(Br)c1OCC(N)=O,?
O=C(NN=C1CCCCCCCCCCC1)c1ccccc1F,-4%
COc1ccc(/C=N/NC(=O)c2cnccn2)c(OC)c1OC,-4%[57.5 µM]
O=C(CN(Cc1cccs1)S(=O)(=O)c1ccc(S(=O)(=O)N2CCCCC2)cc1)Nc1ccccc1,7%
Cc1ncc(CO)c(/C=N/NC(=O)c2cc3c(s2)CCCC3)c1O,-9%
O=C(COC(=O)CC1CC2CCC1C2)Nc1cccc(S(=O)(=O)NC2=NCCCCC2)c1 (stereo unspecified),3%
CCn1c(C(=O)O)c(CC(=O)NC2CCCCCC2)c2ccccc21,0%
Cn1nc2c(c1C(=O)N1CCCC(C(=O)c3cc(F)ccc3F)C1)CCCC2 (stereo unspecified),-16%[57.5 µM]
NC(=O)c1nsc(C(=O)N(CC(=O)NCc2ccco2)c2ccccc2F)c1N,18%
COc1ccc(OC)c2c1C(=O)C(Cl)=C(Cl)C2=O,28µM*
CCC(c1nnnn1C1CCCC1)N1CCN(c2cccc(OC)c2)CC1 (stereo unspecified),-6%
O=C(NN1CCOCC1)c1cn(-c2ccccc2)nc1-c1cccs1,-13%[57.5 µM]
Cc1c(CC(Cl)(Cl)Cl)c2c(n1O)CC(C)(C)CC2=O,2%
CC(C)CC1CCCCC1OC(=O)CN1CCCCC1 (stereo unspecified),12%
CC(C)(C)C(=O)Nc1ccccc1C(=O)Nc1ccncc1,7%
CN(C)c1ccc(/C=N/NC(=O)CNC(=O)c2ccco2)cc1,-9%
COc1ccc(-c2nc(-c3ccccc3)c(Nc3c(C)cccc3C)o2)cc1,-4%
Cn1c(=O)[nH]c(NC2CCCCC2)c(N=O)c1=O,-2%
COCCCNC(=S)NCCCNc1nc2cc(C)cc(C)c2cc1C#N,-3%

# Next section, starting with the last 5 of the part before.
SMILES,ERK EGF block
CC(C)(C)C(=O)Nc1ccccc1C(=O)Nc1ccncc1,7%
CN(C)c1ccc(/C=N/NC(=O)CNC(=O)c2ccco2)cc1,-9%
COc1ccc(-c2nc(-c3ccccc3)c(Nc3c(C)cccc3C)o2)cc1,-4%
Cn1c(=O)[nH]c(NC2CCCCC2)c(N=O)c1=O,-2%
COCCCNC(=S)NCCCNc1nc2cc(C)cc(C)c2cc1C#N,-3%
Cc1ccccc1CN(C)CC(=O)NC(C)CCc1ccccc1 (stereo unspecified),-1%
CCOC(=O)c1c(-c2cccc([N+](=O)[O-])c2)csc1NC(=O)C1CCCCC1,4%
O=C(COc1ccc(Cl)cc1Cl)Nc1ccccc1NS(=O)(=O)c1cccs1,8%
CC(C)N1CCC(N2CCN(Cc3cc4c(cc3Cl)OCO4)CC2CCO)CC1 (stereo unspecified),-8%
COc1ccccc1-c1nc2ccccc2nc1-c1ccccc1,1%
C=C(C)Cn1c(C)cc(C)c(S(=O)(=O)c2ccc(C)cc2)c1=O,-14%
Cc1nc2ccccc2n1CC(=O)N/N=C/c1cccnc1,-8%
COc1cc(CNC(C)C)c(Br)cc1OC1CCCC1,0%
Cc1ccc(NC(=O)/C=C/c2ccc([N+](=O)[O-])s2)c(C)c1,3%
CCC(CC)NC(=O)c1cccc(NC(=O)C(C)C)c1,0%
O=S(=O)(c1cccc(C(F)(F)F)c1)N(CCCN1CCOCC1)Cc1cccs1,0%
COc1cc(/C=N/NC(=S)Nc2cccc(S(=O)(=O)N(C)C)c2)cc(OC)c1O,2%
O=C(NCCc1nnc2ccc(NCc3ccc(F)cc3)nn12)c1ccccc1,0%
O=C(O)c1nn(-c2cccc(Cl)c2)c(=O)cc1O,-3%
CC(NC(=O)COC(=O)c1ccc2ccccc2n1)C1CC2CCC1C2 (stereo unspecified),-1%
Cn1cc(CC(=O)NC2CCCCC2)c2ccccc21,-3%
Cc1cc(=O)oc2cc(NS(=O)(=O)c3ccc(F)cc3)ccc12,-1%[57.5 µM]
CC[n+]1c(/C=C/N(C)c2ccccc2)oc2ccc(Cl)cc21,34%
COc1ccc(CNC(=O)Nc2ccc3c(c2)N(C)C(=O)CS3)cc1,-1%[57.5 µM]
COc1ccc(C2CC(c3cccs3)=NN2c2ccccc2)cc1 (stereo unspecified),?
CC1CCN(S(=O)C23CC4CC(CC(C4)C2)C3)CC1 (stereo unspecified),-2%
CC(=O)N(OCc1ccccc1)[C@@H]1c2cc(C#N)ccc2OC(C)(C)[C@H]1O,0%
FC(F)(F)c1ccccc1NC(=S)N1CCN(Cc2ccc3c(c2)OCO3)CC1,2%
c1ccc(CN2CCC3(CCc4ccccc43)CC2)cc1,-2%
Cc1ccc(S(=O)(=O)NC2CCCCC2)c2nsnc12,-8%
CS(=O)(=O)N(CC(=O)NC1CCCCC1)Cc1ccc(F)cc1,-10%
Cc1cc(C)n(CC(=O)N/N=C/c2cccc([N+](=O)[O-])c2)n1,1%
Cc1ccc(S(=O)(=O)NC(=O)COc2ccccc2)cc1,-16%[57.5 µM]
S=C(Nc1cccc(Cl)c1Cl)Nn1cnnc1,-4%
Cc1ccc(Cn2nnc3c(=O)n(CC(=O)NCc4ccc5c(c4)OCO5)cnc32)cc1,-1%
O=C1OC(Cc2ccccn2)C(O)=C1C1=NCCCCN1 (stereo unspecified),-3%
COc1cc(NC(=O)Cn2c(=O)n(CC3CCCO3)c(=O)c3ccccc32)cc(OC)c1 (stereo unspecified),2%
CN(C)S(=O)(=O)c1ccc(-n2cccc2)cc1,4%
Cc1c(NS(=O)(=O)c2ccc(NCC3CCCO3)c([N+](=O)[O-])c2)c(=O)n(-c2ccccc2)n1C (stereo unspecified),10%
CCOC(=O)Cn1c2ccc(F)cc2c2nc(C)sc21,-4%
Cc1ccc(-c2nc(CN3CCCCC3c3cccc(F)c3)c(C)o2)o1 (stereo unspecified),2%
CCOCCOC(=O)COC(=O)c1ccccc1NC(=O)c1ccccc1,13%
CC(C)=Cc1oc2ccc([N+](=O)[O-])cc2c1N1CCOCC1,6%
COc1ccccc1Nc1nc2ccccc2n2cnnc12,3%[57.5 µM]
CCOC(=O)c1ccc(N2Cc3ccccc3C2=NC(=O)c2ccncc2)cc1,-2%[57.5 µM]
CCN(CC)C(=O)C1=C(C)NC(=S)NC1c1ccc(C)s1 (stereo unspecified),-1%
COc1ccc(C(=O)O/N=C(\N)c2ccncc2)cc1OC,-7%
O=C(COC(=O)CCc1nc2ccccc2c(=O)[nH]1)Nc1ccccc1Cl,-8%[57.5 µM]
CCOC(=O)c1ccc(Oc2nc(N(C)C)nc(N3CCOCC3)n2)cc1,3%
Cc1ccc(C(=O)Cn2cncn2)cc1,-3%[57.5 µM]
Nc1nnc(N)c2ccccc12,-5%
O=C(Nc1cc2cc([N+](=O)[O-])ccc2oc1=O)c1cccs1,6%
CC(=O)c1c(C)[nH]c(C(=O)OCC(=O)Nc2ccc(C)cc2[N+](=O)[O-])c1C,3%
COC(=O)N/N=C/c1ccccc1Cl,-8%
O=C(NCCCN1CCOCC1)c1cccc(S(=O)(=O)Nc2cc(Cl)ccc2Cl)c1,-1%
O=C(NC1(N2CCOCC2)CC1)c1ccc(Cl)cc1,-13%[57.5 µM]
C=CCN1C(=O)C(CC(=O)O)SC1=Nc1cccc([N+](=O)[O-])c1 (stereo unspecified),8%
COc1cccc(CNC(=O)CCC2CCCN(C(=O)CCC(F)(F)F)C2)c1 (stereo unspecified),4%
COc1ccc(CCN(C)c2ccc(S(=O)(=O)N3CCCC3)cc2[N+](=O)[O-])cc1OC,2%
O=C(CSc1n[nH]c(=O)n1C1CC1)c1ccc2c(c1)OCCO2,1%[57.5 µM]
CCOC(=O)c1cc(-c2ccc(F)cc2)n(CC(=O)NCc2ccccn2)c1C,-4%
N[C@@H](Cc1ccc(F)cc1)C(=O)O,6%
CCCn1c(SCC(=O)Nc2cccc(Cl)c2Cl)n[nH]c1=O,-15%
COC(=O)c1ccc(NC(=O)NC2CCCCC2)cc1,12%
CCOC(=O)c1sc(NC(=O)CCN2C(=O)c3ccccc3C2=O)c(C(=O)OCC)c1C,-14%

# As entered above:
# Value of CCCn1c(SCC(=O)Nc2cccc(Cl)c2Cl)n[nH]c1=O in ERK EGF block: -15%
# Value of O=C(CSc1n[nH]c(=O)n1C1CC1)c1ccc2c(c1)OCCO2 in ERK EGF block: 1%[57.5 µM]
# Value of O=C(NCCCN1CCOCC1)c1cccc(S(=O)(=O)Nc2cc(Cl)ccc2Cl)c1 in ERK EGF block: -1%

# 4 of the entries above in order of the ERK EGF block value, low to high.
SMILES,ERK EGF block
Nc1nnc(N)c2ccccc12,-5%
COc1cccc(CNC(=O)CCC2CCCN(C(=O)CCC(F)(F)F)C2)c1 (stereo unspecified),4%
N[C@@H](Cc1ccc(F)cc1)C(=O)O,6%
COC(=O)c1ccc(NC(=O)NC2CCCCC2)cc1,12%

# (listing goes on)
SMILES,ERK EGF block
CCCN1CCC(=O)N([C@H](CSc2ccc(C)cc2)CC(C)C)CC1,-7%[57.5 µM]
COc1ccccc1N(CC(O)Cn1c(C)nc2ccccc21)S(=O)(=O)c1ccccc1 (stereo unspecified),0%
CCOc1nc(C)cc(COC)c1C(N)=O,-3%
COc1ccc(NC(=O)C2C3C=CC(C3)C2C(=O)NCc2ccccn2)c(OC)c1 (stereo unspecified),0%
O=C(CN1C(=O)NC(c2ccccc2)(c2ccccc2)C1=O)Nc1ccc2[nH]c(=O)[nH]c2c1,-19%[57.5 µM]
OCc1nc2ccccc2n1/N=C/c1cccs1,-7%[57.5 µM]
CCCOc1ccc(CCC(=O)N/N=C/c2ccc([N+](=O)[O-])o2)cc1,-4%[57.5 µM]
